Screening data deposited in PubChem BioAssay by National Center for Advancing Translational Sciences (NCATS).
Menin MLL FP TR: inhibitors of human menin-MLL interaction, mutant MLL peptide. Menin + Texas Red MLL mutant peptide, fluorescence polarization. hit rate 0.23% among 270,000. Potency, µM (top dose mostly 61.6 µM), for inactives: top-dose FP activity change, negative = inhibition, hits mostly inhibitors. O00255; active = well fitted inhibition curve with a large enough effect in the polarisation, with a control signal flat, not every such curve was filed as active; inconclusive = small, poorly fitted or top-dose-only effect, or effect the other way, or a change in a side signal; inactive = no such curve, though single readings can be large or run the other way; the % refers to the polarisation; also: potency is read from the fitted curve at half-maximal effect; % of control where 0% means no effect; many of its hits are not listed in these tables
USP2a block: USP2a (human) protease inhibition; O75604; USP2 core, Ub-CHOP2 coupled fluorogenic reporter, 485/531; hit rate 0.01% among 330,000; Potency, µM (highest dose often 38.3 µM), without a hit: at the highest dose activity change, negative = inhibition, actives largely listed as inhibitors;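 also: potency is read from the fitted curve at half-maximal effect; plate controls were DMSO wells for no effect and full inhibition by NEM control for full effect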
Target sequence (O75604 whole entry, looked up): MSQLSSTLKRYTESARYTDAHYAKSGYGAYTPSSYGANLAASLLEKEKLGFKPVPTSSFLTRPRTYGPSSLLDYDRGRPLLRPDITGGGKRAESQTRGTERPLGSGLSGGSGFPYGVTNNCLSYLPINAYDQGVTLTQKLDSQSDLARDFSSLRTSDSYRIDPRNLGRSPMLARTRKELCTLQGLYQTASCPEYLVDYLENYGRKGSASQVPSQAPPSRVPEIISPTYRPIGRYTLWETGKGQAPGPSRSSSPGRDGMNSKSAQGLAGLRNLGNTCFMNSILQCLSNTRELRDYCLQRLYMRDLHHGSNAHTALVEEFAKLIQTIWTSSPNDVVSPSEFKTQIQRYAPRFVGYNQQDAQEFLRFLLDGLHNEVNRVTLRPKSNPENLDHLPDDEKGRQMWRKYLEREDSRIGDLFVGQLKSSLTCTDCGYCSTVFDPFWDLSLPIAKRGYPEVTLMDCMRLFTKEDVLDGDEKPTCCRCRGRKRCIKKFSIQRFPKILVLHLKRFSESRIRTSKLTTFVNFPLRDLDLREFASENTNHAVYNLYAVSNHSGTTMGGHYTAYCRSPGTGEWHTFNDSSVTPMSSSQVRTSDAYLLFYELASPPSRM
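USP2 core (10nM final) preincubated 30min RT with compound in 20mM Tris-HCl pH 8.0, 2mM CaCl2, 2mM beta-mercaptoethanol, 0.05% CHAPS; 25nM Ub-CHOP2 plus 25nM reporter substrate added, fluorescence (Ex485/Em531) read after 60min.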
B2AR arrestin: agonists driving beta-arrestin recruitment to human beta2-adrenergic receptor; P07550; beta-arrestin recruitment to beta2AR, cell-based reporter; Potency, µM (highest dose often 46.1 µM), for inactives: top-dose activation, most hits filed as activators; hit rate 0.02% among 330,000; AID 492947;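 also: potency is read from the fitted curve at half-maximal effect; 0% = DMSO controls and full agonism = EC100 isoproterenol or metaproterenol; nearly all actives have a fitted effect of over 65% in size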
KCNH2 3.1 block: inhibitors of human KCNH2 3.1 potassium channel isoform | U2OS KCNH2 3.1, thallium flux FluxOr; stronger effect = lower value | activity change, % (tested at about 1.8 µM) | hit rate 0.95% among 340,000 | AID 720553;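 active = maximum activity change below -70%; inconclusive = maximum activity change from -70% to -50%; inactive = maximum activity change above -50%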;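 also: thallium influx rate constant from kinetic fluorescence after stimulation buffer; % is scaled to controls: 0 for no effect and ±100 for the full control effect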
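FluxOr-based Tl+ influx in U2OS cells transduced with KCNH2 3.1 virus; rate constants normalized to DMSO controls.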
FBPA coupling cs: inhibits coupling enzyme system, counter-screen for aldolase hits; coupling enzyme system counterscreen, AmpLite Red fluorescence; activity change, negative = inhibition, % at 58.2 µM, hits read low; hit rate 0.67% among 290,000; in the data active = activity change below about -30%; also: % is scaled to controls: 0 for no effect and ±100 for the full control effect
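Coupling enzymes only (glyceraldehyde-3-phosphate) + compound, at 57.5 uM final, 10 min RT; add substrate/coupling/AmpLite Red mix, 20 min RT; fluorescence ex 525/em 598 nm. Actives flag coupling-system interference.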
hERG WT inh: blocks the wildtype human KCNH2 potassium channel | Q12809 | U2OS, BacMam KCNH2, thallium flux FluxOr; stronger effect = lower value | activity change, % at 1.84 µM | hit rate 0.37% among 340,000 | AID 720551;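 active = maximum activity change below -70%; inconclusive = maximum activity change between -70% and -50%; inactive = maximum activity change above -50%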; also: % is scaled to controls: 0 for no effect and ±100 for the full control effect
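U2OS cells were transduced with wild-type KCNH2 virus (2.03 x 10^8 / mL) for 4 h at room temperature, then cultured overnight at 37 C. Thallium flux was read with FluxOr dye. Rate constants were normalized to DMSO controls.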
TRPV1 agonist: agonists of human vanilloid receptor 1 (TRPV1); TRPV1-expressing cells, Fluo-8 calcium influx, agonist mode; activation, % at 8.33 µM; hit rate 0.19% among 320,000; AID 540275; in the data active = activation above about 80%; inconclusive = between about 30% and that limit; also: 0% is about no effect
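Cells expressing TRPV1 were dye-loaded with Fluo-8 and read kinetically: 10 s baseline, 3 min after compound (agonist portion), then 2 min after EC20 capsaicin (allosteric enhancer portion). Calcium-bound dye fluorescence at 480/520 nm.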
Giardia killer: Giardia lamblia killing; activity change, % at 7.66 µM, hits read low; AID 540267; hit rate 0.15% among 340,000; Giardia lamblia trophozoite viability; in the data active = activity change below about -80%; inconclusive = between about -30% and that limit;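 also: parasites exposed to compound for two days anaerobically before the ATP read; % is scaled to controls: 0 for no effect and ±100 for the full control effect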
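Trophozoite viability was measured as ATP-dependent luminescence, read 15-30 min after reagent addition. Before that, parasites at 100 cells/well were exposed to compounds for 48 h, anaerobically, at 37 deg C.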
CXXC DNA block: inhibitors of human MLL CXXC domain-DNA interaction | Q03164 | MLL-CXXC / FITC-HOXA9 DNA fluorescence polarization | Potency, µM (top dose mostly 115 µM), inactives show at the highest dose activity change, negative = inhibition, most hits filed as inhibitors | hit rate 0.037% among 290,000 | AID 2662; active = well fitted inhibition curve with a large enough effect in the polarisation, with a control signal flat, not every such curve was filed as active; inconclusive = small, poorly fitted or top-dose-only effect, or effect the other way, or a change in a side signal; inactive = no such curve, though single readings can be large or run the other way; the % refers to the polarisation; also: potency is read from the fitted curve at half-maximal effect
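Fluorescence polarization: 7 uM MLL-CXXC (stock) preincubated 5 min with compounds, then 50 nM fluorescein-HOX-A9 DNA (stock) added; 30 min ambient. Buffer 50 mM Tris-HCl pH 7.5, 50 mM NaCl, 1 mM DTT, 0.05% BSA.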
GALK inh: blocks human galactokinase activity. P51570. Purified GALK, Kinase-Glo residual ATP luminescence. Potency, µM (top dose mostly 57.5 µM), inactives show top-dose activity change, negative = inhibition, actives largely listed as inhibitors. hit rate 0.007% among 270,000; also: potency is read from the fitted curve at half-maximal effect; % is scaled to controls: 0 for no effect and ±100 for the full control effect
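ATP-depletion format; final 35 uM ATP, 100 uM D-galactose, 5 nM enzyme; pH 8.0 HEPES/Mg2+ buffer; 60 min RT; luminescence read 10 min after detection reagent.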
PKM2 activator: PKM2 (human) enzyme activation | hit rate 0.34% among 260,000 | purified PKM2, Kinase-Glo ATP luminescence, activation; response scale: 0% is enzyme alone, no compound | Potency, µM (titrated, usually from 57.5 µM), without a hit: at the top dose activation, usual class: activators; also: potency is read from the fitted curve at half-maximal effect; % is scaled to controls: 0 for no effect and ±100 for the full control effect; nearly all actives have a fitted effect of over 55% in size
Target sequence (P14618 whole entry, looked up): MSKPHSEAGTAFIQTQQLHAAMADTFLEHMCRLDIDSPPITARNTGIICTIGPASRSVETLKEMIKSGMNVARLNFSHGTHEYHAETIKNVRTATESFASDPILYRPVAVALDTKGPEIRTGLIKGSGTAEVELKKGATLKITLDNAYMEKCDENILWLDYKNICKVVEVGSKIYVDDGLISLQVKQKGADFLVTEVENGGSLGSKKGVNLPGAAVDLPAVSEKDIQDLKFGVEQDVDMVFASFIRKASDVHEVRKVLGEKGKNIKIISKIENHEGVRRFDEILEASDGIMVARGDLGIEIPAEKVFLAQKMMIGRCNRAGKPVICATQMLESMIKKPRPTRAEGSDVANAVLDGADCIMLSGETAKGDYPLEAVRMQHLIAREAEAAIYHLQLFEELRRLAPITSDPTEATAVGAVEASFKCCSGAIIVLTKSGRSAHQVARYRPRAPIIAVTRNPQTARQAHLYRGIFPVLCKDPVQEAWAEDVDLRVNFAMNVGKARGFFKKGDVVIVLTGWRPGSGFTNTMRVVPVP
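Purified hPK-M2 (>95% pure) converted ADP (0.1 mM final) to ATP with 0.5 mM PEP in 50 mM imidazole pH7.2, KCl, MgCl2, Tween 20, BSA; 1 h at room temperature. ATP detected by Kinase-Glo luminescence.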
The depositor's hits bear a star; ? = inconclusive; . = not tested or not shown; [ ] = remark or other dose. Unless noted, calls follow the shape of the dose curve; as a rule, active = well fitted curve in the direction sought with a large enough effect; inconclusive = small, poorly fitted or top-dose-only effect, or another doubt; inactive = no such curve, though single readings can be large; an effect the other way counts as inactive or inconclusive. These rows are one share of the data; rates above refer to the full screens.

SMILES	Menin MLL FP TR	USP2a block	B2AR arrestin	KCNH2 3.1 block	FBPA coupling cs	hERG WT inh	TRPV1 agonist	Giardia killer	CXXC DNA block	GALK inh	PKM2 activator
CC1CCC(NS(=O)(=O)c2ccc(N3CCCC3=O)cc2)CC1 (stereo unspecified)	-8%	1%	0.2%	-9	0	-6	1	-3	0%	1%	3%[0.46 µM]
Cc1cc(NC(=O)CSc2nc(N)c(NC(=O)c3ccccc3F)c(=O)[nH]2)no1	.	-1%	0.1%	.	.	-17	-4	-9	-7%	-10%	.
COc1ccc(/C=N/Nc2nnc(Cc3ccccc3)c(=O)[nH]2)cc1	.	0%	-0.7%	-23	8	-7	.	3	15%	-1%	-3%
O=C(Nc1ccc(Br)c2cccnc12)c1ccc(Cn2cc([N+](=O)[O-])cn2)o1	?	-1%	0.4%	-7	0	-2	-2	-2	4%	2%	?
Nc1nn(-c2ccccc2)c(N)c1N=Nc1ccccc1F	4%	-1%	-0.3%	2	-1	1	?	-7	-1%	1%	2%
CC(=O)C1=C(O)C(=O)N(Cc2cccnc2)C1c1ccc(O)cc1 (stereo unspecified)	3%	0%	0.1%	28	1	-3	-1	19	4%	11%	?
CC1CCCCN1C(=O)CSc1nc2ccsc2c(=O)n1Cc1ccccn1 (stereo unspecified)	-5%	1%	0.1%	4	2	1	13	-1	8%	0%	-5%
COc1cccc(OCC(=O)NNC(=O)CCc2ccccc2)c1	4%	1%	-0.3%	1	-1	6	5	-7	-2%	2%	-3%
COc1ccc(/C=C/C=C2\N=C(SC)SC2=O)cc1	?	-1%	2.4%	-3	-2	-3	18	-15	-1%	-2%	-17%
Cc1ccc(C)c(N2CCN(C(=O)c3ccc(CSc4nc5ccncc5[nH]4)cc3)CC2)c1	-1%	-1%	0.2%	2	0	1	1	-2	17%	.	-2%

Filtered by structure: the entries above containing fluorine.
SMILES	Menin MLL FP TR	USP2a block	B2AR arrestin	KCNH2 3.1 block	FBPA coupling cs	hERG WT inh	TRPV1 agonist	Giardia killer	CXXC DNA block	GALK inh	PKM2 activator
Cc1cc(NC(=O)CSc2nc(N)c(NC(=O)c3ccccc3F)c(=O)[nH]2)no1	.	-1%	0.1%	.	.	-17	-4	-9	-7%	-10%	.
Nc1nn(-c2ccccc2)c(N)c1N=Nc1ccccc1F	4%	-1%	-0.3%	2	-1	1	?	-7	-1%	1%	2%

(list continues)
SMILES	Menin MLL FP TR	USP2a block	B2AR arrestin	KCNH2 3.1 block	FBPA coupling cs	hERG WT inh	TRPV1 agonist	Giardia killer	CXXC DNA block	GALK inh	PKM2 activator
CCCCc1c(O)nc(SC2CC(=O)N(c3ccc(C(=O)OCC)cc3)C2=O)[nH]c1=O (stereo unspecified)	34%[activator]	1%	0.1%	3	0	9	1	-19	-22%	4%	0%
C/C(Nc1ccc(C)cc1)=C(/C#N)C(N)=O	1%	1%	-0.1%	-8	0	12	5	10	15%	2%	3%
Cc1cc(O)c2c(-c3ccccc3)cc(=O)oc2c1	-13%	-6%	-0.9%	-4	4	-2	9	27	-1%	-4%	1%
CC[C@H](C)[C@@H](C(=O)N1CCNCC1)n1cc([C@@H](N)CO)nn1	-8%	2%	-0.4%	6	1	-1	1	4	-18%	2%	4%
Nc1ccc(C(=O)N2CCN(S(=O)(=O)c3ccc(Cl)cc3)CC2)cc1[N+](=O)[O-]	.	-2%	-0.8%	-10	.	10	-2	13	.	.	.
CCCc1cc2c(cc1NS(=O)(=O)c1ccc(CCNC(C)=O)cc1)OCO2	3%	0%	-0.1%	6	4	17	5	2	0%	1%	-2%
Cc1nc2ccccc2c2oc(C(=O)NCCCN3CC(C)CC(C)C3)cc12 (stereo unspecified)	-22%	6%	0.1%	-2	0	-3	-1	-2	19%	0%	.
CN(N)C(=S)Nc1ccc(Cl)cc1	10%	1%	0.3%	12	1	-16	0	-4	-1%	1%	-3%
NC1=NC(=O)CC(C(=O)NCCc2ccccc2)S1 (stereo unspecified)	0%	-2%	0.2%	8	3	8	-2	-12	15%	1%	4%
CC(=O)Nc1ccc(NC(=O)C(C)OC(=O)CCSc2ccccc2Cl)cc1 (stereo unspecified)	.	-5%	2.8%	-11	.	20	.	6	.	.	.
Cc1ccc(OCCN2CCCC2)cc1	0%	1%	-1.8%	4	0	5	2	-1	-2%	5%	-1%
COC(=O)CC1C(=O)NCCN1C(=O)NC1CCCCC1 (stereo unspecified)	2%	-1%	0.3%	-12	1	13	0	-12	0%	3%	-10%
COC(=O)c1cccc(N2C(=O)C3C4C=CC(CC4)C3C2=O)c1 (stereo unspecified)	1%	0%	-1.2%	2	5	1	13	-21	3%	.	.
COc1ccc(OC)c(NC(=O)c2cccc3c2C(=O)N(C2CCCCC2)C3)c1	15%	-1%	-0.1%	0	-1	1	?	-16	2%	-4%	.
COc1ccc(C(C)(C)NC(=O)C2CCC(=O)N(C3CC3)C2)cc1OC (stereo unspecified)	.	1%	-0.4%	0	.	-4	-4	1	15%	-7%	0%
O=S(=O)(NCc1ccc2c(c1)OCO2)c1ccc(F)cc1	20%	0%	-1.0%	-4	-2	8	0	7	-7%	0%	2%
O=C(CCCn1c(=S)[nH]c2ccccc2c1=O)NC1CCCCC1	12%	3%	-0.1%	-4	3	0	2	-17	-18%	-5%	3%
Cc1cccc(CN2C(=O)c3ccccc3Sc3ccc(C(=O)NCCN4CCOCC4)cc32)c1	0%	-7%	-0.1%	-11	-2	5	13	-11	-9%	2%	.
O=C(NCCCN1CCOCC1)c1cccc(S(=O)(=O)N2CCN(c3ccccc3)CC2)c1	.	2%	0.0%	-2	.	3	0	-25	.	.	.
CCC(C)c1ccc(NC(=S)Nc2ccc(OC)cc2)cc1 (stereo unspecified)	4%	-1%	0.1%	6	4	9	-1	16	3%	0%	6%
CCOC(=O)c1c(NC(=O)CSc2nnc(C)s2)sc2c1CCCCC2	?	0%	0.0%	-9	0	2	?	-4	0%	.	-2%
Cc1cc(NCCCN)nc(-c2ccccc2O)n1	?	1%	0.1%	-4	0	13	0	4	1%	0%	9%
NS(=O)(=O)c1cccc(NC(=O)c2ccc(S(=O)(=O)N3CCCCCC3)cc2)c1	.	2%	-0.8%	-7	.	-6	.	6	.	.	.
Cc1nc(NC(=O)c2ccc(Br)o2)ccc1Br	0%	-1%	0.2%	-26	2	18	?	-1	7%	-3%	-10%
CC(C)(C)OC(=O)N1Cc2ccccc2C[C@H]1C(=O)O	0%	1%	0.5%	5	-9	4	4	-8	0%	3%	2%
COc1cccc(C(=O)Nc2c3c(nn2-c2ccccc2C)CS(=O)C3)c1OC (stereo unspecified)	-12%	-1%	0.2%	-2	0	32	4	-11	18%	3%	1%
O=C1C2C3C=CC(CC3)C2C(=O)N1c1ccccc1F (stereo unspecified)	-14%	1%	-0.6%	0	3	-5	-1	-4	22%	.	.
CC(=O)c1cccc(NC(=O)CN2C(=O)NC(C)(C)C2=O)c1	.	2%	0.1%	7	.	-10	.	-7	.	.	.
O=C(CS(=O)(=O)c1ccc(C(F)(F)F)cn1)NNC(=O)c1ccccc1	.	9%	-0.6%	8	4	-8	-2	2	26%	-3%	2%
Cc1cc(-c2ccccc2)nc(N(C)NC(=O)c2cccc(C(F)(F)F)c2)c1S(C)(=O)=O	6%	5%	-0.3%	-11	-8	-5	-4	1	-2%	3%	11%
Cn1c(SCC(=O)N2CCCCC2)nnc1-c1ccc(S(=O)(=O)N2CCOCC2)cc1	20%	0%	-0.1%	2	2	14	-3	8	-2%	0%	-6%
O=C(CSc1nc(-c2ccccc2)cc(=O)[nH]1)N1CCOCC1	6%	.	.	4	0	-17	-3	1	5%	2%	-2%

Reformatted: entries from further up.
Order of results – Menin MLL FP TR	USP2a block	B2AR arrestin	KCNH2 3.1 block	FBPA coupling cs	hERG WT inh	TRPV1 agonist	Giardia killer	CXXC DNA block	GALK inh	PKM2 activator
- Cc1nc(NC(=O)c2ccc(Br)o2)ccc1Br
  0%	-1%	0.2%	-26	2	18	?	-1	7%	-3%	-10%
- CC(C)(C)OC(=O)N1Cc2ccccc2C[C@H]1C(=O)O
  0%	1%	0.5%	5	-9	4	4	-8	0%	3%	2%

Only hERG WT inh, for some of the entries so far:
SMILES	hERG WT inh
CC(=O)c1cccc(NC(=O)CN2C(=O)NC(C)(C)C2=O)c1	-10
O=C(CSc1nc(-c2ccccc2)cc(=O)[nH]1)N1CCOCC1	-17
Cc1cc(NCCCN)nc(-c2ccccc2O)n1	13
